HDAC3 inhib – blocks human histone deacetylase 3; O15379; recombinant HDAC3, fluorogenic peptide/trypsin coupled, fluorescence; inhibition, % at 8.3 µM; 0.15% of 320,000 active; AID 2718; in the data active = inhibition above about 26%, passing the limit was not always enough; inconclusive = no clear call, values can overlap the other calls
Target sequence (O15379 whole entry, looked up): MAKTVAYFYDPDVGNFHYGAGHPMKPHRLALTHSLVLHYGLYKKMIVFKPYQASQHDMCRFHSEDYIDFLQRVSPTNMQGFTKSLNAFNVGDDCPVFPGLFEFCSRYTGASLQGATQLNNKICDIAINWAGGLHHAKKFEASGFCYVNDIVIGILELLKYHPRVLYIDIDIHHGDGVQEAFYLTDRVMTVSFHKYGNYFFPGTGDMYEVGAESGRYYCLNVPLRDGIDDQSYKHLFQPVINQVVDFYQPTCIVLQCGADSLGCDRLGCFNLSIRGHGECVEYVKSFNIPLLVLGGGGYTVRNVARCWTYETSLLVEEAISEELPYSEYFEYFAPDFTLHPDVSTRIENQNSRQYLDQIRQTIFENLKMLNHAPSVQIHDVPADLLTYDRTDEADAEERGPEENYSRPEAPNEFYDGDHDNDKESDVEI
DYRK1A inh – blocks rat Dyrk1A kinase activity | Q63470 | ADP-Glo luminescence, NFATc1 peptide | inhibition, % at 12.5 µM | 0.43% of 310,000 active | AID 504441; in the data active = inhibition above about 50%;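 also: plate controls were vehicle with enzyme for no effect and no enzyme for full effect; many of its hits are not listed in these tables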
hERG rescue – shields human hERG channel from block by proarrhythmic agents. CHO-hERG, FluxOR thallium flux, dofetilide IC70 present. activation (rescue from dofetilide block), less the hit threshold, % at 10 µM. 0.51% of 310,000 active;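 active = activation above the mean of controls blocked by dofetilide plus 5 SD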;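 also: thallium influx through hERG after potassium depolarization seen as dye fluorescence rise; in these data hits start at about 4.7%; inactives centre near -7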
GSK3B inh – human GSK3beta kinase inhibition. P49841. GST-GSK3beta kinase, ADP-Glo luminescence, 60 min; stronger effect = lower value. activity score (negative = inhibition), % at 10 µM. 0.038% of 300,000 active;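 active = more than half of replicate wells score below -50%, meaning over 50% inhibition versus plate controls; inconclusive = some replicates but at most half score below -50%; inactive = no replicate scores below -50%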;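 also: 0% = median DMSO wells and -100% = median GW8510 positive control wells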
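Assay system: GST-tagged human GSK3beta kinase, cell-free; Input: 1.6 ng GSK3beta; Medium: Tris/MgCl2 kinase buffer; Timing: 60 min enzyme reaction, room temperature; Signal: ADP-Glo luminescence quantifying ADP generated by kinase; Evaluation: score relative to plate controls; Benchmarks: DMSO neutral wells and GW8510 at 20 µM as positive.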
KCNQ1 block – inhibitors of human KCNQ1 potassium channel; B-score at 10 µM; CHO-K1 KCNQ1, FluxOR thallium flux fluorescence; stronger effect = higher value; 1.3% of 310,000 active; P51787;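 active = compounds whose thallium flux B-score, printed positive for inhibition, exceeds three library SD while starting fluorescence stays within three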;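 also: channel opened by potassium depolarization with thallium stimulus after 20 min compound exposure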
GSK3 alpha inh – blocks human GSK-3 alpha kinase | inhibition, % at 10 µM | P49840 | ADP-Glo luminescence, 60 min | 0.1% of 320,000 active;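 in the data active = inhibition above about 50%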;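 also: GST-tagged GSK-3 alpha with peptide substrate and 25 µM ATP; 0% = DMSO neutral wells and 100% = GW8510 positive control wells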
Target sequence (P49840 whole entry, looked up): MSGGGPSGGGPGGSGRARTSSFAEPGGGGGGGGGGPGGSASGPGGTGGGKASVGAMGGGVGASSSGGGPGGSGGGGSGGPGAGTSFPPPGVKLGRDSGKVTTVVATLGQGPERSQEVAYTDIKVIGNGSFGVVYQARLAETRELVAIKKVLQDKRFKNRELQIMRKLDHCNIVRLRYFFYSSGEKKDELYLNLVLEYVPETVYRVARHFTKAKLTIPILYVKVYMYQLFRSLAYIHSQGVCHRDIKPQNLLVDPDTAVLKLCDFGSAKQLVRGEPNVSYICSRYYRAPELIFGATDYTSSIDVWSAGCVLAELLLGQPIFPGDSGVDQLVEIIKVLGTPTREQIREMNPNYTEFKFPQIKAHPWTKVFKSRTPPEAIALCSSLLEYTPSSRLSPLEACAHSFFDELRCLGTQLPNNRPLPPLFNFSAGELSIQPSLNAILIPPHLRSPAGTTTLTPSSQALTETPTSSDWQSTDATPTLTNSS
RGS4 pot – potentiators or activators of RGS4. 0.92% of 310,000 active. B-score at 10 µM. HEK293 M3R/inducible RGS4, carbachol calcium flux Fluo4; stronger effect = lower value;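 active = B-score of the integrated calcium signal more than 4 SD below the library mean, with starting fluorescence not abnormally high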;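 also: negative B-score means reduced calcium response which marks RGS4 activation or potentiation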
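System: HEK293 FlpIn-TREx cells, stable M3R, doxycycline-inducible RGS4. Timing: overnight RGS4 induction, 30 min dye load 37 °C, 20 min compound RT. Also added: carbachol, ECmax concentration. Measured by: Fluo4 fluorescence kinetic imaging of calcium. Evaluation: integrated calcium ratio converted to B score.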
KCNK3 block – human KCNK3 channel inhibition, primary screen | O14649 | 0.84% of 340,000 active | CHO-KCNK3 thallium flux, FluxOR fluorescence; stronger effect = lower value | B-score at 10 µM;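 active = B-score under library mean minus 4 SD, starting fluorescence ratio at most library mean plus 5 SD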;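 also: more negative B-score means stronger inhibition of thallium flux through KCNK3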
KCNQ1 act – potentiates or activates the human KCNQ1 potassium channel; CHO-K1 KCNQ1, thallium flux FluxOR fluorescence; stronger effect = higher value; B-score at 10 µM; P51787; AID 2648; 0.35% of 310,000 active;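 active = fluorescence ratio B-score, a plate-corrected score, at least three library SD, with initial intensity B-score within 5 SD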
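Assay system: stable KCNQ1 CHO-K1 line; medium: assay buffer, equal DMSO in all wells; timing: 90 min dye loading and 20 min compound exposure, both at room temperature; technique: kinetic FluxOR thallium fluorescence, 10-s 1-Hz baseline, 110-s post-stimulus read; read-out basis: B score of baseline-normalized fluorescence ratio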
KCNK9 block – inhibitors of human KCNK9 two-pore domain potassium channel; Q9NPC2; HEK293 KCNK9, FluxOR thallium flux fluorescence; stronger effect = lower value; B-score at 10 µM; 1.2% of 310,000 active; AID 488922;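 active = ratio B-score over 3 SD below the library mean, with starting fluorescence within 5 SD of its mean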;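 also: negative B-score means less thallium flux so channel inhibition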
PolyA inh – yeast polyadenylation inhibition; 0.02% of 300,000 active; S. cerevisiae SKY197-pL101 polyadenylation reporter, beta-gal luminescence; efflux-impaired pdr1/pdr3 knockout yeast; score 100 = 6 SD above DMSO; calls only at 12 µM;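 active = lowest replicate activity score at least 50, where 100 means six control SD above control mean; inconclusive = lowest score under 50 but half or more replicates reach 50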;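 also: yeast exposed to compound for 9 h at 30 °C; higher score means more reporter readthrough which indicates perturbed polyadenylation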
An asterisk follows results filed as active; i = inactive; ? = inconclusive; . = not tested or not shown. A portion of the library; count on the stated rates, not on these rows.

SMILES	HDAC3 inhib	DYRK1A inh	hERG rescue	GSK3B inh	KCNQ1 block	GSK3 alpha inh	RGS4 pot	KCNK3 block	KCNQ1 act	KCNK9 block	PolyA inh
O=C(Cn1nc(Cc2cccnc2)c2ccccc2c1=O)N1CCC2(CC1)OCCO2	-1.3	2.7	-7.7	1.9	i	-0.6	i	i	i	i	i
O=C(/C=C/c1ccccc1)c1c(O)n(CCc2ccccc2)c(=O)[nH]c1=O	4.1	-1.8	-9.0	1.9	i	-0.3	i	i	i	i	i
CC1(C)CC(=O)C(C=NCCN2CCN(C(=O)Cc3ccc(F)cc3)CC2)=C(O)C1	0.3	-7.1	-10.9	0.3	i	-2.7	i	i	i	i	i
O=c1[nH]c(O)c(C=Nc2ccccc2Oc2ccccc2)c(=O)[nH]1	.	6.3	-6.2	2.1	i	-1.0	i	i	i	i	i
CCN1C(=O)C(=Cc2c(C)n(CC(=O)NCC3CCCO3)c3ccccc23)C(=O)N(CC)C1=S (centres undefined)	-6.9	-3.0	-11.4	-0.6	i	-0.8	i	i	i	i	i
O=C1NC(=O)N(Cc2ccccc2)C(=O)/C1=C\C=C\c1ccco1	4.8	-1.0	-9.5	-0.7	i	-4.3	i	i	i	i	i
O=C1NC(=O)N(c2ccc3c(c2)OCO3)C(=O)/C1=C\c1ccc(-c2ccccc2C(=O)O)o1	2.6	-4.5	-2.4	2.0	i	-2.0	i	i	i	i	i
CN1C(=O)C(=Cc2c(OCc3cnc(Cl)s3)ccc3ccccc23)C(=O)N(C)C1=O	11.7	25.2	-25.2	-2.2	i	-2.4	i	-9.03*	i	-15.4*	i
Cc1cccc(C(=O)NC(Oc2ccccc2)C(Cl)(Cl)Cl)c1 (centres undefined)	2.1	-3.3	-9.6	2.7	i	-0.8	i	i	i	i	i
O=S(=O)(NC1CCCCCCC1)OCC(Cl)(Cl)Cl	9.9	11.9	-13.7	-0.8	i	-1.4	i	i	i	i	i
CCC(Oc1cc(Cl)ccc1Cl)C(=O)N1CCC2(CC1)OCCO2 (centres undefined)	1.5	2.3	-6.2	1.9	i	-2.4	i	i	i	i	i
Cc1ccc[n+](CC(O)Cn2c3ccccc3c3ccccc32)c1 (centres undefined)	6.6	1.2	-2.9	0.2	i	2.9	i	i	i	i	i
C=CCN1C(=O)CSc2ccc(C(=O)N3CCC4(CC3)OCCO4)cc21	9.3	1.0	-5.4	1.5	i	-3.3	i	i	i	i	i
O=c1[nH]c(=O)n(-c2ccccc2)c(O)c1C=NC12CN3CN(CN(C3)C1)C2	2.9	.	-3.5	-1.1	i	1.1	i	.	i	i	i
O=C1c2ccccc2C(=O)N1Cc1nc2ccccc2c(=O)n1-c1ccc(Br)cn1	7.4	11.8	-2.9	0.6	i	-0.7	i	i	i	i	i
Cc1cc(C)cc(N2C(=O)/C(=C\c3ccc(N4CCN(C)CC4)o3)C(=O)NC2=S)c1	-12.1	.	-29.9	-0.2	10*	-1.1	i	i	i	-9.07*	i
COc1ccc(Cn2c(N)c(C(=O)NCc3ccco3)c3nc4ccccc4nc32)cc1	-2.2	5.6	-7.7	2.5	i	-0.1	i	i	i	i	i
c1ccc(CCn2nnnc2CN2CCC(n3nnc4ccccc43)CC2)cc1	-0.9	-4.6	-6.9	1.1	i	4.1	i	i	i	i	i
COC(=O)C1=C(c2cc3ccccc3s2)C[C@@H]2CC[C@H]1N2C(=O)N1CCCCC1	-2.1	9.4	-13.8	-0.9	i	-0.5	i	i	i	i	i
O=c1[nH]c(=O)n(CCc2ccc(F)cc2)c(O)c1/C=N/N1CCCCC1	-1.8	-5.2	-6.6	-25.3	i	-0.4	i	i	i	i	i
O=C([O-])c1ccc(-[n+]2c(-c3ccccc3)cc(-c3ccccc3)cc2-c2ccccc2)cc1	17.8	-0.2	-14.1	-10.6	i	2.2	i	i	i	i	i
Cc1ccccc1NP(=O)(Oc1ccccc1F)Oc1ccccc1F	3.6	-13.8	-7.8	-0.6	i	-5.1	-7.53*	i	i	i	i
c1ccc(CCNCc2cccnc2)cc1	4.0	-1.3	-5.8	-1.9	i	-3.5	i	i	i	i	i
Cc1ccnc(-n2c(-c3ccco3)nc3ccccc3c2=O)c1	0.6	.	-5.6	-0.7	i	2.4	i	i	i	i	i
COC(=O)[C@@H]1C[C@H]1[C@@H](NP(=O)(c1ccccc1)c1ccccc1)c1ccccc1	3.2	1.9	-4.8	2.3	i	4.2	i	i	i	i	i
Cc1cccc(-n2c(O)c(C=NCc3cccnc3)c(=O)[nH]c2=O)c1C	-0.1	7.9	-7.8	-3.3	i	-2.0	i	i	i	i	i
CCCCCSc1cc(OC)c(CCN)cc1OC	-0.2	4.0	-11.7	-3.4	6*	0.0	i	i	i	i	i
CCC(=NCCc1c[nH]c2ccccc12)c1c(O)n(C)c(=O)n(C)c1=O	4.2	-3.6	-16.0	-2.2	i	-0.3	i	i	i	i	i
CCOC(=O)C(O)(c1ccc(NC(=O)Oc2ccccc2)cc1)C(F)(F)F (centres undefined)	10.4	-1.5	-11.3	0.4	i	-3.4	i	i	i	i	i
O=C(c1ccccc1F)c1cn(CC(=O)N2CCOCC2)c2ccccc12	2.7	1.5	-9.7	1.6	i	0.4	i	i	i	i	i
CN1C(=O)/C(=C\c2ccc(Br)s2)C(=O)NC1=S	-26.8	.	15.0*	-0.4	i	-0.5	i	i	i	i	i
COC(=O)NC(=C(Cl)Cl)P(=O)(c1ccccc1)c1ccccc1	6.9	-4.9	-3.5	-3.1	i	-0.6	i	i	i	i	i
O=c1c(C=NCCN2CCNCC2)c(O)n(C2CCCCC2)c(=O)n1C1CCCCC1	0.6	-3.4	-10.1	0.4	i	3.5	i	i	11*	i	i
CC1(c2ccc(Cl)cc2Cl)OCC(Cn2cncn2)O1 (centres undefined)	0.0	-0.2	-4.5	-2.2	i	-5.7	i	i	i	i	i
C=CCN1C(=O)/C(=C/c2ccc(N3CCOCC3)o2)C(=O)NC1=S	10.7	-4.7	-13.7	4.1	i	1.1	i	i	i	i	i
Cc1cc(OCC(=O)O)c2c3c(c(=O)oc2c1)CCCC3	-37.1	8.6	-2.9	3.4	i	2.0	i	i	i	i	i
COc1ccc(CN2CCNCC2)cc1	12.3	7.5	-3.2	-0.3	i	-2.4	i	i	i	i	i
Cc1cccc(N2CCN(Cc3ccc4c(c3)OCO4)CC2)c1C	3.2	-7.8	-5.7	-1.5	i	0.4	i	i	i	i	i
CCOC(=O)c1c(/N=C/c2c(O)n(-c3ccc(F)cc3)c(=S)[nH]c2=O)sc2c1CCCC2	?	2.3	-9.0	2.0	i	0.0	i	i	i	i	i
CCN(CC)C(=O)c1ccc(NC(=O)c2cccc(S(=O)(=O)N3CCN(C)CC3)c2)cc1	6.0	1.6	-8.8	-5.0	i	-1.2	i	i	i	i	i
CCS(=O)(=O)N1CCCC(C(=O)N2CCC3(CC2)OCCO3)C1 (centres undefined)	-5.1	9.2	-7.4	-4.3	i	0.1	i	i	i	i	i
O=C1NC(=O)C(Cc2cccs2)C(=O)N1	-2.0	0.1	-10.4	-0.9	i	-2.3	i	i	i	i	i
CC(C)N(CC(O)c1cccc([N+](=O)[O-])c1)C(C)C (centres undefined)	-2.3	-1.6	-11.0	0.5	i	1.7	i	i	i	i	i
CC(C)(C)NC(=S)/N=C(\N)N[N+](=O)[O-]	-0.9	-1.4	-9.0	0.2	i	-2.5	i	i	i	i	i
O=c1[nH]c(=O)n(Cc2ccc(F)cc2)c(O)c1C=Nc1ccc(Cl)cc1	-7.5	-2.2	-9.5	-0.1	i	-2.8	i	i	i	i	i
C=CCN(CC=C)Cc1c[nH]c2ccccc12	1.0	.	-3.1	-4.3	i	4.9	i	.	i	i	i
C=CCn1c(O)c(/C=C2/C=c3ccccc3=N2)c(=O)[nH]c1=S	0.6	.	34.7*	-0.7	i	3.3	i	i	i	i	i
CC(=O)Nc1cccc([As](=O)(c2cccc(NC(C)=O)c2)c2cccc(NC(C)=O)c2)c1	.	13.7	-11.3	2.7	i	0.1	i	i	i	i	i
COc1ccccc1OC(=O)c1ccc(C)c(S(=O)(=O)N2CCOCC2)c1	5.3	3.9	-10.0	-0.4	i	-2.2	i	i	i	i	i
CCCc1nc2ccccc2c(=O)n1-c1ccccc1OC	-7.0	6.3	-7.0	1.2	i	-0.9	i	i	i	i	i
Cc1ccc(Cc2c(C)nc3nc(SCC(=O)N4CCC5(CC4)OCCO5)nn3c2C)cc1	8.6	2.5	-16.3	0.4	i	-1.4	i	i	i	i	i
CN1C(=O)C(Cc2ccc(OCc3ccccc3)cc2)C(=O)N(C)C1=O	-1.8	12.0	-3.0	1.9	i	1.3	i	i	i	i	i
CC(=Nc1ccc(F)cc1)c1c(O)n(C)c(=O)[nH]c1=O	4.8	10.0	1.1	.	i	0.6	i	i	i	i	i
OC(CN1CCOCC1)c1csc2ccccc12 (centres undefined)	1.4	2.3	-3.3	5.4	i	0.7	i	i	i	i	i
CN1CCN(Cc2cc(=O)n3ccsc3n2)CC1	-0.8	-3.1	-3.8	0.0	i	.	i	i	i	i	i
CN(C)C(=O)Oc1ccc(-c2nnco2)cc1	4.5	-3.7	-5.9	3.8	i	0.1	i	i	i	i	i
CCN1CCN(Cc2ccc(C)cc2)CC1	-6.4	0.7	-4.5	2.0	i	-0.8	i	i	i	i	i
CCc1ccc(CN2CCN(Cc3ccc(SC)cc3)CC2)cc1	4.8	-4.2	-7.6	1.1	i	-2.1	i	i	i	i	i
CC1CCN(c2cc(Br)c([N+](=O)[O-])cc2F)CC1	2.7	-2.4	-6.5	2.3	i	-2.0	i	i	i	i	i
CC(=O)Nc1ccccc1C(=O)OCC(=O)c1ccc2ccccc2c1	-18.4	3.5	-11.7	1.3	i	-1.6	i	i	i	i	i

High-throughput results deposited in PubChem by several laboratories.
